ADAM10 inh – inhibits human ADAM10; O14672; recombinant ADAM10, EDANS/DABCYL FRET peptide cleavage, 3 h; inhibition, % at 7 µM; actives 0.62% (n = 370,000);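 active = inhibition above a per-campaign cutoff equal to the mean of compounds falling between control-based bounds plus 3 SD, cut at about 20% in these data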;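 also: 0% = DMSO wells while the 100% control is not disclosed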
GC-B act – GC-B (human) receptor activation; activation, % at 10 µM; AID 1920062; HEK293-GC-B cells, CNP EC30, cGMP TR-FRET; 0% at EC30 CNP, 100% saturating CNP; P20594; actives 0.11% (n = 370,000);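 active = activation at 10 µM reaching about 35% in either raw or pattern-adjusted values, limit read from the data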
ASAP1 inh – blocks human ASAP1-stimulated Arf1 GTP hydrolysis; GDP FP detection; inhibition, % at 16.5 µM; actives 0.19% (n = 360,000); AID 624377; in the data active = inhibition above about 25%;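 also: 0% = vehicle with enzyme and substrate and 100% = no enzyme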
Target sequence (Q9ULH1 325-724 limits assumed): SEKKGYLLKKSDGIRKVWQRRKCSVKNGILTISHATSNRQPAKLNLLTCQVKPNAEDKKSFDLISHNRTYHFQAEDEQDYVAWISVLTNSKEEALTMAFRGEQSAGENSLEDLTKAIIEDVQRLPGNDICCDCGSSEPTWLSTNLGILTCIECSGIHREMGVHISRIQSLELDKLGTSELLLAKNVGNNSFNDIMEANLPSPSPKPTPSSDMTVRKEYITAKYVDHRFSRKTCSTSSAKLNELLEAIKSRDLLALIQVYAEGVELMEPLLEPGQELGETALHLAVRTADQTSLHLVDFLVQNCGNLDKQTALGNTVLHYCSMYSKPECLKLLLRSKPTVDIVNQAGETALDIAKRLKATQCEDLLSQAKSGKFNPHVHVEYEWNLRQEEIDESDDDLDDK
DDE Tn6 FP inh – DD(E)-Tn6 binding inhibition, primary FP screen | actives 0.21% (n = 370,000) | Fibrin DD(E) TRITC-Tn6 fluorescence polarization displacement | inhibition, % at 8.3 µM | AID 720509;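 active = inhibition above a per-campaign cutoff: mean of compounds within control limits plus 3 SD, cut at about 15% in these data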;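 also: 0% = median of all compound wells on the plate and 100% = blocking peptide control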
FXN GAA850 act – activators of GAA850 frataxin (FXN) promoter. HEK293 lucGAA850 FXN promoter luciferase reporter, 24 h; percent of 10 µM SAHA response. activation, % at 6 µM. AID 540364. actives 0.56% (n = 360,000);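 active = activation above the average of all compounds screened plus 3 SD, cutoff fixed separately per campaign, cut at about 7.5% in these data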;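 also: 0% = DMSO wells and 100% = 10 µM SAHA wells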
rCAG RNA binder – r(CAG) repeat RNA binding; TO-PRO-1 dye displacement fluorescence; inhibition, % at 3 µM; actives 1.3% (n = 370,000);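 active = inhibition above the plate cutoff, the mean of all test compounds on that plate plus 3 SD, cut at about 35% in these data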;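 also: 0% = DMSO alone and 100% = 100 µM mitoxantrone as full dye displacement; higher means more dye released from RNA so lower well fluorescence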
NPR1 activator – GC-A (human) enzyme activation; actives 0.14% (n = 370,000); HEK293 GC-A cells, cGMP TR-FRET, EC30 ANP; 0% at EC30 ANP, 100% saturating ANP; activation, % at 10 µM; in the data active = activation above about 40%
proKLK7 act – activates the human kallikrein-7 zymogen. P49862. purified proKLK7, EDANS-DABCYL substrate fluorescence; 100% is mature enzyme control, 0% vehicle. activation, % at 7 µM. actives 0.9% (n = 370,000);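 active = activation above the mean of all tested compounds plus 3 SD, computed per campaign excluding outliers beyond control limits, cut at about 13% in these data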
ARFGAP1 inhibitor – rat ARFGAP1 inhibition; Q62848; Arfgap1-stimulated ARF1 GTP hydrolysis, GDP FP detection; actives 0.26% (n = 360,000); inhibition, % at 16.5 µM;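 active = inhibition above a per-plate limit, mean inhibition of low control wells plus 3 SD, cut at about 25% in these data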;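 also: 0% = DMSO wells with enzyme and 100% = wells lacking Arfgap1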
Target sequence (Q62848 1-136 limits assumed): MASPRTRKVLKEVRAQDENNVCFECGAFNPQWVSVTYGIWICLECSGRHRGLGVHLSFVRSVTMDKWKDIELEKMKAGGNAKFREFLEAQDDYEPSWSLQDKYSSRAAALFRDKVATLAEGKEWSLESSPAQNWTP
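Material: truncated rat Arfgap1 GAP domain; Incubation: compound-enzyme preincubation 20 min, reaction 120 min, detection 60 min, 25 °C; Read-out: percent inhibition of Arfgap1-stimulated GTP hydrolysis; Technique: FP, GDP Alexa 633 tracer displaced from anti-GDP antibody, 620/688 nm; Controls: No-Arfgap1 wells (100%) versus DMSO full-reaction wells (0%); Replication: single well per compound.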
HGIII-sPLA2 inh – Inhibits HGIII-sPLA2 liposome hydrolysis, primary screen; QFRET BODIPY PC-A2 liposome hydrolysis, fluorescence; inhibition, % at 12.2 µM; actives 0.56% (n = 370,000); AID 743126;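 active = inhibition above mean plus 3 SD of compounds lying within the high and low control bounds, cut at about 19% in these data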;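 also: 0% = median of test compound wells and 100% = no enzyme DMSO wells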
Target sequence (Q9NZ20 whole entry, looked up): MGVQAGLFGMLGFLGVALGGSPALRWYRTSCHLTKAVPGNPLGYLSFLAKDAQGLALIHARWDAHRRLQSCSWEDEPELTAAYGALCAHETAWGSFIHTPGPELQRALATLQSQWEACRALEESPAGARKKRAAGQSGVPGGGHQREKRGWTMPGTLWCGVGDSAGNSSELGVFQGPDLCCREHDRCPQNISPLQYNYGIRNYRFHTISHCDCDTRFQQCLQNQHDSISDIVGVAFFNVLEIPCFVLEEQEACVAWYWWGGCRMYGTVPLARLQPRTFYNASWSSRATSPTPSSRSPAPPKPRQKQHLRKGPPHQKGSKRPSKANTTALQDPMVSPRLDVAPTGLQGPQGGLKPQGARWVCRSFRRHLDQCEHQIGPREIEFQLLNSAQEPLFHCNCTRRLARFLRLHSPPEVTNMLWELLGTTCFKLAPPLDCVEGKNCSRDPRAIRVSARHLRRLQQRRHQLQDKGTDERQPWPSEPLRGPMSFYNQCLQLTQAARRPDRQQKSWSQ
Numbers without * were called inactive; x = not tested or not shown. No enrichment for hits (roughly 4.5% active in at least one column).

compound	ADAM10 inh	GC-B act	ASAP1 inh	DDE Tn6 FP inh	FXN GAA850 act	rCAG RNA binder	NPR1 activator	proKLK7 act	ARFGAP1 inhibitor	HGIII-sPLA2 inh
CCOC(=O)C(CC(=O)O)=C(c1ccccc1)c1ccccc1	-6	1	-2	-6	0.4	3	4	0.9	-3	-4
COc1ccc(-n2c(SCC(=O)N3CCOCC3)nc(O)cc2=O)cc1	-8	0	10	-3	0.9	8	-4	0.5	1	5
COC(=O)C(CSCc1ccccc1)NC(=O)CSc1nc(N)cc(=O)[nH]1 (stereo not drawn)	1	-3	-14	-3	1.0	0	3	0.1	3	-1
CC(=O)Nc1cccc(OCC(=O)Nc2ccc(F)cc2)c1	-10	0	-7	5	2.1	-3	2	-0.2	-2	0
O=S(=O)(Nc1cccc(-c2cn3c(n2)SCC3)c1)c1cccs1	5	3	4	-6	-0.2	9	-1	-0.2	-12	-12
C#CCCCN([C@@H](CC(C)C)C(=O)OC)S(=O)(=O)c1ccc(F)cc1Br	5	-4	x	-4	x	-4	-11	0.0	x	5
CCSc1nnc2c(n1)OC1(CCCC1)Nc1ccccc1-2	-4	4	12	4	1.2	10	-4	-0.4	-10	2
COc1cc(OC)cc(C(=O)NCc2n[nH]c(=S)n2-c2ccccc2OC)c1	9	-7	2	1	-1.9	1	7	-0.1	-2	9
CCCCNC(=S)NNC(=O)c1csc(C(C)C)c1	7	2	8	-1	2.6	1	-1	0.0	5	7
COc1ccc(N2CCN(C(=O)Cc3ccc(Cl)cc3)CC2)cc1	2	-4	0	8	-0.1	-5	2	0.3	0	4
Cc1csc(NC(=O)CNC(=O)OCc2ccccc2)n1	2	2	-4	-5	-2.4	-3	3	-0.3	-1	1
[2H]c1c([2H])c([2H])c(-c2nc(N3CCCCCC3)sc2C(=O)c2ccccc2)c([2H])c1[2H]	4	3	17	-11	1.7	-3	-4	0.4	-3	1
CCC(C)Sc1nnc(CNC(=O)C23CC4CC(CC(C4)C2)C3)n1C1CCCCC1 (stereo not drawn)	4	7	-4	2	1.7	0	-3	0.0	2	9
CC(=O)OCC1=C(C(=O)O)N2C(=O)[C@@H](NC(=O)Cc3cccs3)[C@H]2SC1	-65	-4	7	-9	0.4	18	1	-0.3	11	-5
O=C(NCc1cccs1)C1CCN(S(=O)(=O)c2ccc3c(c2)OCCO3)CC1	-5	3	6	9	0.2	-3	0	-0.2	-2	-5
CCOC(=O)CCCOC(=O)c1ccc(S(=O)(=O)N(C)C)cc1	0	3	2	3	0.3	-8	-2	0.0	-11	1
Cc1ccc(NC(=O)c2cc(S(=O)(=O)N3CCCCC3)c[nH]2)cc1C	-16	-15	-1	-12	-3.1	4	4	0.1	9	1
CC(=O)Nc1cccc(-c2ccnc3c2CC(C)(C(=O)Nc2cccc(Oc4ccccc4)c2)O3)c1 (stereo not drawn)	25*	-5	8	0	-0.1	12	-6	0.3	9	-32
CCC(CO)Oc1cc(NCc2ccc(C(=O)O)cc2)c2ncn(C(C)C)c2c1 (stereo not drawn)	-4	8	6	12	2.5	5	2	0.8	8	4
CC(C)(C)c1cc(N)n(-c2ccc(C(=O)O)cc2)n1	-6	6	-1	-2	1.2	2	2	0.0	4	5
Cc1nc2ccc([N+](=O)[O-])cc2c(=O)n1Cc1ccc(Br)cc1	3	-4	9	-1	-1.3	-2	4	0.2	6	4
COc1ccc(CN(C)C(=O)c2cnc(OC)cc2C(F)(F)F)c(OC)c1	-3	-1	-2	-6	0.3	-8	-4	-0.6	6	-2
Cn1c(CCN2CCCC2)nc2cc(NS(=O)(=O)c3ccc(F)cc3)ccc21	-23	7	5	-6	1.2	9	1	-16	-1	-4
COc1ccc(S(=O)(=O)NCc2ccco2)cc1N(C)S(=O)(=O)c1ccccc1	10	-3	-5	-4	-1.2	1	2	-0.6	0	-9
O=C(NCCCc1ccccc1)c1cccs1	0	3	-8	6	2.9	-2	2	-0.5	7	1
CCCCc1n[nH]c2c1/C(=N/O)CC(C)(C)C2	-1	3	-1	2	-1.0	0	-3	-0.3	-7	-1
CCCOC(=O)Cc1n[nH]c(=O)[nH]c1=O	-2	1	1	-4	-0.7	0	-2	0.1	-14	-5
Cc1nnc(-c2cnn(C)c2N)n1CCCN(C)C	-7	-4	12	2	1.3	2	0	0.4	8	11
COc1ccc(C2=CSC3=C(C(=O)c4cccc(S(=O)(=O)N(C)C)c4)CCN23)cc1	4	-4	-9	6	-1.7	9	2	0.3	20	-3
COc1ccc(S(=O)(=O)N2CCOCC2)cc1NC(=O)CCc1cc(OC)c(OC)c(OC)c1	-8	6	-7	1	-1.0	2	2	-0.4	-2	-2
O=C(CC(=O)N/N=C/c1ccc(Cl)cc1Cl)NCc1ccccc1	6	-7	9	7	-0.5	-2	-4	-0.3	5	-9
N#CC1(Cc2ccccc2)c2ccccc2C=CN1C(=O)c1ccccc1 (stereo not drawn)	17	-6	-5	0	-1.8	-1	-7	0.4	4	4
C/C(=N\NC(=O)c1ccc2c(c1)OCO2)c1cccnc1	-6	1	3	-3	-0.8	-3	0	-0.2	-5	2
COc1ccc(NC(=S)N2CCC(c3nc4ccccc4o3)CC2)c(OC)c1	-5	5	3	8	1.1	-2	2	-0.7	5	3
Cc1cccc(C)c1OCc1cc(C(=O)NCc2cn(C)nc2C)no1	-1	2	0	4	0.7	-4	1	0.0	4	1
CCc1nnc(NC(=O)[C@@H](NC(=O)c2cc(OC)cc(OC)c2)C(C)C)s1	-10	2	-13	0	2.3	-6	-5	-0.1	-4	2
CCCN(CC(=O)Nc1ccc(F)c(F)c1F)C(=O)C1CC(=O)N(Cc2ccccc2)C1 (stereo not drawn)	1	-10	19	-5	0.7	-8	3	0.2	1	-7
CCNS(=O)(=O)c1ccc(CCC(=O)Nc2ccc3c(c2)OCCO3)cc1	-4	-11	-7	3	0.9	-2	-1	-0.1	4	-5
COC(=O)c1ccccc1NC(=S)N(Cc1ccc2c(c1)OCO2)Cc1cc2cccc(C)c2[nH]c1=O	1	-1	-7	8	2.2	4	-6	-0.4	-2	16
CCN1C[C@@H]2[C@@H]3C(=O)N(Cc4ccccc4)C(=O)[C@@H]3[C@](CC)(C1=O)N2C(=O)c1ccc(Br)cc1	6	0	5	3	-1.9	-2	-1	0.1	5	4
Cc1csc(C(C#N)C(=O)c2cc3ccccc3o2)n1 (stereo not drawn)	5	4	-2	4	4.2	14	-4	-0.4	-3	-8
CC(=O)Nc1cccc(C(=O)OCC(=O)NCc2cc(C)c(O)c(C)c2)c1	2	-2	-9	1	0.6	1	3	0.1	14	4
N#Cc1ccsc1NC(=O)c1cccc(-n2cnnn2)c1	12	6	17	-1	0.1	10	-2	0.5	1	8
CCN(CC)C(=O)C1=C(C)N(Cc2ccc(OC)cc2)C(=O)C(CC(=O)NC2CCCC2)C1 (stereo not drawn)	-9	-6	-9	-2	1.1	-2	-11	0.3	5	7
CC(=O)N1CCCc2cc(S(=O)(=O)N3CCCC(C(=O)Nc4ccc(C)cc4C)C3)ccc21 (stereo not drawn)	0	1	7	3	0.4	-1	1	-0.1	-1	5
CCS(=O)(=O)c1nc(S(=O)(=O)c2ccc(C)cc2)c(N2CCC3(CC2)OCCO3)s1	4	6	8	4	1.1	-3	5	0.2	7	-1
COc1cc(NC(=O)C2CCC(CNc3c(N4CCCCC4)c(=O)c3=O)CC2)cc(OC)c1 (stereo not drawn)	-9	1	8	-10	-0.4	5	-7	0.3	0	12
O=C(CO/N=C/c1ccccc1OC(F)F)N1CCc2ccccc21	-1	6	-25	5	1.9	-2	-6	-0.4	-3	-2
O=S(=O)(NC1CCCCC1N1CCC(O)CC1)c1ccc(Cl)cc1 (stereo not drawn)	4	-3	3	-2	1.7	-12	-6	0.1	-5	0
Cc1ccc(C(=O)N/C(=C\c2cccs2)C(=O)NCCc2c[nH]c3ccccc23)cc1	5	-4	-5	-6	-2.5	3	-5	0.0	-12	-76

Following part
compound	ADAM10 inh	GC-B act	ASAP1 inh	DDE Tn6 FP inh	FXN GAA850 act	rCAG RNA binder	NPR1 activator	proKLK7 act	ARFGAP1 inhibitor	HGIII-sPLA2 inh
CCCCNC(=O)C[C@H]1C[C@@]2(C(=O)OC)C(=C[C@H](C(C)C)O[C@@H]2C2CC2)N(Cc2cccc3ccccc23)C1=O	11	-5	x	-2	x	1	-9	-0.4	x	-9
COc1ccccc1NC(=O)CC(c1ccc(OC(C)C)cc1)c1ccccc1OC (stereo not drawn)	13	3	-6	-5	0.6	-2	0	0.4	-1	-11
COc1cc2c(cc1N)-c1ccc(N)cc1C2=O	-3	-14	1	-1	9.4*	2	-18	0.1	-1	18
COc1ccc(C(=O)/C=C/N(C)C)cc1OC	11	-9	13	-3	1.9	9	0	-1.9	4	-10
O=C(NC1CCCCN(Cc2ccc(Cl)cc2)C1=O)c1ccc(F)c(F)c1 (stereo not drawn)	-1	3	x	3	x	2	-2	-0.2	x	5
CN(CC(=O)NCCCN1CCOCC1)S(=O)(=O)c1ccc(Cl)cc1	-14	1	-12	4	1.3	5	2	-0.4	-4	12
Cc1ccccc1OCC(=O)NNC(=O)c1ccc(-c2ccccc2)cc1	4	1	-1	-1	-1.2	1	-2	-0.1	7	-30
Cc1ccc(-c2nn(-c3ccccc3)cc2/C=N/NS(=O)(=O)c2ccccc2)cc1	12	-3	4	-3	8.4*	37*	3	0.1	-7	-39
Cc1ccccc1-c1ccccc1N	12	-1	22	2	-0.6	2	0	0.1	-8	-2
COc1ccc(OC)c(/C=C/c2ccc3cccc(O)c3n2)c1	-42	-3	3	2	4.3	10	8	4.2	6	7
O=C(NCc1ccccc1)C1(C(F)(F)F)C/C(=C\CCO)CCCO1 (stereo not drawn)	-8	7	-2	-3	1.7	0	1	0.2	0	3
CCCn1c(N)c(C(=O)COc2ccc(Br)cc2F)c(=O)n(C)c1=O	5	-2	9	7	0.5	0	4	0.4	8	-2
Cc1ccc(NC(=O)CSCC(=O)Nc2ccc(S(=O)(=O)N3CCCC3)cc2)cc1	-1	0	5	-3	-1.0	5	-4	0.1	8	-13
CSc1ncnc2c1ncn2CCCN1CCN(c2ccccn2)CC1	-8	-4	-6	7	-1.1	0	0	0.1	1	-9
Cc1ccc2c(CN(C)Cc3ccc(Cl)cc3Cl)cc(=O)oc2c1	-5	-6	2	-13	-1.6	3	-5	-0.6	-7	2
COc1ccc([C@@H]2CC=C(C(=O)O)[C@H](c3ccccc3)N2S(=O)(=O)c2ccccc2C)cc1	-2	6	2	-13	0.9	36*	-3	-0.1	-18	-4
COc1ccc(NC(=S)N2CCN(Cc3ccccc3)CC2)c(OC)c1	-1	-3	-12	-3	0.6	-6	2	-0.1	-6	11
